IDE cell inh: inhibits human insulin-degrading enzyme in HEK cells. P14735. FAbetaB cleavage, fluorescence polarization. inhibition, % at 5.59 µM. 320,000 compounds, 0.41% hits. AID 434962;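 active = percent inhibition above the average of all tested compounds plus 3 SD, set per screening campaign, cut at about 16% in these data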;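 note: IDE supplied by intact live HEK cells; FP after avidin binding of uncleaved biotin substrate so inhibition keeps polarization high; 0% = DMSO wells and 100% = 60 µM reference IDE inhibitor Ii1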
Target sequence (P14735 whole entry, looked up): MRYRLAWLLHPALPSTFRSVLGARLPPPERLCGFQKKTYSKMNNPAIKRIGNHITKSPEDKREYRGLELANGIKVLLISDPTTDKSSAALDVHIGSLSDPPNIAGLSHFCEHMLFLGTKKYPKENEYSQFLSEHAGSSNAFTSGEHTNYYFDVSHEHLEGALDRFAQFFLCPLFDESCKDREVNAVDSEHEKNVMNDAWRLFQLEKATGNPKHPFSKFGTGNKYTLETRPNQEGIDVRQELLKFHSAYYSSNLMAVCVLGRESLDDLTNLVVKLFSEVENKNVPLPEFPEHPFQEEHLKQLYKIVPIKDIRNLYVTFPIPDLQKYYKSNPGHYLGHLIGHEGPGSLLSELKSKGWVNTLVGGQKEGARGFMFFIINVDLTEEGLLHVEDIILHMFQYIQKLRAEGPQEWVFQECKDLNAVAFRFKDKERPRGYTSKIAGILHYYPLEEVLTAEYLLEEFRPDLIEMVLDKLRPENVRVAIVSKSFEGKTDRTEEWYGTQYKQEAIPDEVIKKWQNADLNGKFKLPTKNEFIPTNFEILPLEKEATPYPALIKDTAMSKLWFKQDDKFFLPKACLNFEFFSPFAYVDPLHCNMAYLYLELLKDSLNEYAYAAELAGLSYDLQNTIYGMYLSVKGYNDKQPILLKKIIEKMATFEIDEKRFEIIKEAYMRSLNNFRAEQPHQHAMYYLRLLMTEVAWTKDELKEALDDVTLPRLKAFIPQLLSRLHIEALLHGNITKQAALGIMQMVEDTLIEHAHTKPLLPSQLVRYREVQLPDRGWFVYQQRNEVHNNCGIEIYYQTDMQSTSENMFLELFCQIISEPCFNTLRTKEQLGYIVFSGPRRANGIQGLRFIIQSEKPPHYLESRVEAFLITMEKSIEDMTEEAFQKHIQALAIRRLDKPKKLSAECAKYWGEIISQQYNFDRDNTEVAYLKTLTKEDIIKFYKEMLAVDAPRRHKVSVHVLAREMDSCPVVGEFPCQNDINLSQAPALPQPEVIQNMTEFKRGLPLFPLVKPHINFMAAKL
IDE cell activ: boosts human insulin-degrading enzyme activity in HEK cells. P14735. FAbeta-B cleavage, fluorescence polarization; 0% vehicle, 100% cell-free pure enzyme wells. 340,000 compounds, 0.073% hits. activation, % at 5.96 µM. AID 493087;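 active = activation above the mean of all tested compounds plus 3 SD, set per screening campaign, cut at about 17% in these data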
Numbers without * were called inactive. The list is partial; rates above refer to the full screens.

SMILES | IDE cell inh | IDE cell activ
COc1ccc(NC(=O)Nc2c(O)ccc3ccccc23)cc1 | 5 | -2
COc1ccccc1CCNS(=O)(=O)CCNC(=O)c1ccccc1 | 3 | 0
CC(=O)Nc1ccc(S(=O)(=O)N(C)CC(=O)OCC(=O)N2CC(C)OC(C)C2)cc1 (stereo unspecified) | -10 | 5
Cc1ccc(NC(=O)CSc2nnnn2C2CCCC2)cc1S(=O)(=O)N1CCOCC1 | 0 | 3
C=CC[C@@H](CC(=O)N(CCO)Cc1ccccc1)C(=O)N[C@H](COC(=O)[C@H](CC=C)CC(=O)OC(C)(C)C)Cc1c[nH]c2ccccc12 | 0 | -1
CSc1ccccc1C(=O)N1CCN(S(=O)(=O)c2sc(C(=O)O)c(C)c2C(=O)O)CC1 | -4 | 3
O=C(Nc1nnc(C2CC2)s1)C1CCCCC1 | 2 | 0
Cc1cnc(C(=O)OCC(=O)Nc2ncc(Cl)cc2Cl)cn1 | -3 | 1
Cc1cccc(C)c1NC(=O)COC(=O)CCc1c[nH]c2ccccc12 | 4 | 5
CCN(CC(=O)NCc1cccs1)C(=O)c1cc(S(=O)(=O)NCc2ccccc2)ccc1C | -7 | 1
CCOC(=O)C1=C(COC(=O)c2c(OC)cccc2OC)NC(=O)NC1C (stereo unspecified) | 0 | -2
NCCCCCc1cn([C@@H](CCC(=O)O)C(=O)NCCCCCCCCCCC(=O)N2CCNCC2)nn1 | -3 | 7
O=C1CC(NS(=O)(=O)c2ccccc2F)CN1c1ccc2c(c1)OCCO2 (stereo unspecified) | 0 | -3
COc1ccc(S(=O)(=O)N2CCCCCC2)cc1C(=O)N(C)CC(=O)Nc1ccc(Cl)c(Cl)c1 | 2 | 1
CCOCc1c(C(=O)OCC(=O)Nc2ccccc2C(N)=O)oc2ccccc12 | 7 | 5
COc1ccc(C(=O)O)cc1S(=O)(=O)Nc1ccc(N2CCCCC2)cc1 | 4 | 4
Cc1n[nH]c(=O)c2c(NC(=O)CSc3nnnn3-c3ccc(O)cc3)oc(C)c12 | 0 | 1
CCOC(=O)N1CCN(C(=O)COC(=O)CSc2ccc([N+](=O)[O-])cc2)CC1 | 3 | 1
CCC1=C(C)CN(C(=O)NCCc2ccc(S(=O)(=O)NC(=O)NC3CCC(C)CC3)cc2)C1=O (stereo unspecified) | -4 | 4
COc1cc(C(=O)NCC2CCCN2S(=O)(=O)c2cccs2)cc(OC)c1OC (stereo unspecified) | -6 | 1
Cn1c(Cc2cccs2)nnc1SCC(=O)Nc1ccccc1F | -2 | 3
COc1ccc(S(=O)(=O)N2CCCCC2)cc1NC(=O)Cc1cccs1 | 1 | -1
O=C(COC(=O)/C=C/c1ccc(Cl)cc1)Nc1ccc2[nH]c(=O)[nH]c2c1 | 1 | 13
COc1cccc(N2CCN(c3ccc(S(=O)(=O)N4CCN(C)CC4)cc3[N+](=O)[O-])CC2)c1 | 0 | -2
CN(C)C1=NCCN1CCc1ccc(F)cc1 | 3 | -1

Reformatted with the structure last: 13 of the compounds above
IDE cell inh | IDE cell activ | mol
-3 | 7 | NCCCCCc1cn([C@@H](CCC(=O)O)C(=O)NCCCCCCCCCCC(=O)N2CCNCC2)nn1
0 | -3 | O=C1CC(NS(=O)(=O)c2ccccc2F)CN1c1ccc2c(c1)OCCO2 (stereo unspecified)
2 | 1 | COc1ccc(S(=O)(=O)N2CCCCCC2)cc1C(=O)N(C)CC(=O)Nc1ccc(Cl)c(Cl)c1
7 | 5 | CCOCc1c(C(=O)OCC(=O)Nc2ccccc2C(N)=O)oc2ccccc12
4 | 4 | COc1ccc(C(=O)O)cc1S(=O)(=O)Nc1ccc(N2CCCCC2)cc1
0 | 1 | Cc1n[nH]c(=O)c2c(NC(=O)CSc3nnnn3-c3ccc(O)cc3)oc(C)c12
3 | 1 | CCOC(=O)N1CCN(C(=O)COC(=O)CSc2ccc([N+](=O)[O-])cc2)CC1
-4 | 4 | CCC1=C(C)CN(C(=O)NCCc2ccc(S(=O)(=O)NC(=O)NC3CCC(C)CC3)cc2)C1=O (stereo unspecified)
-6 | 1 | COc1cc(C(=O)NCC2CCCN2S(=O)(=O)c2cccs2)cc(OC)c1OC (stereo unspecified)
-2 | 3 | Cn1c(Cc2cccs2)nnc1SCC(=O)Nc1ccccc1F
1 | -1 | COc1ccc(S(=O)(=O)N2CCCCC2)cc1NC(=O)Cc1cccs1
1 | 13 | O=C(COC(=O)/C=C/c1ccc(Cl)cc1)Nc1ccc2[nH]c(=O)[nH]c2c1
0 | -2 | COc1cccc(N2CCN(c3ccc(S(=O)(=O)N4CCN(C)CC4)cc3[N+](=O)[O-])CC2)c1

Continued:
SMILES | IDE cell inh | IDE cell activ
COc1ccc(NS(=O)(=O)c2ccc(C)c(C(=O)N(C)CCc3ccc(OC)c(OC)c3)c2)cc1 | -3 | 5
Cc1ccc(S(=O)(=O)N(C)CC(=O)OCC(=O)NCCc2ccc(S(N)(=O)=O)cc2)cc1 | 3 | -5
C=CC[C@@H](Cc1ccc(F)cc1)C(=O)OC[C@@H]1CCCN1C(=O)[C@H](CC=C)CC(=O)N(CCO)Cc1ccccc1 | 0 | 7
COc1ccc(C(=O)OCC(=O)N2CCc3ccccc3C2)cc1OC | -5 | -3
O=C(CN1CCN(S(=O)(=O)c2ccc(F)cc2)CC1)NCC1(N2CCOCC2)CCCCC1 | 6 | -7
Cc1ccc(S(=O)(=O)NCCC(=O)N2CCN(S(=O)(=O)c3cccc(F)c3)CC2)cc1C | 2 | 4
O=C(CCCc1ccccc1)Nc1nccs1 | 1 | 2
O=C(C[C@H]1C/C=C/CC[C@@H](Cc2ccc(F)cc2)C(=O)O[C@@H](c2ccccc2)CNC1=O)NCCO | -3 | 0
CCN(C(=O)C1CSC2(C)CCC(=O)N12)c1nc2c(C)cccc2s1 (stereo unspecified) | 2 | 7
Cc1cccnc1NC(=O)c1ccc2c(c1)NC(=O)C(C)S2 (stereo unspecified) | -3 | 2
O=C(CSc1nnc(Nc2ccccc2)s1)NC1CCS(=O)(=O)C1 (stereo unspecified) | 3 | 0
CCOC(=O)C[C@H]1c2ccccc2S(=O)(=O)N1c1ccccc1 | 1 | -4
Nc1ccc(C#Cc2ccc3sc4ccccc4c(=O)c3c2)cc1 | -1 | -1
Cc1cc(C)cc(NC(=O)CSc2nnc(CNC(=O)c3ccco3)n2C)c1 | 0 | 4
COc1cc2cnc(-c3ccccc3F)cc2cc1OC | 3 | 0
O=C(c1cccc(S(=O)(=O)NCc2ccccc2)c1)N1CCN(c2ccccc2)CC1 | 1 | 0
CCc1ccc(N2CC(C(=O)OCC(=O)NNC(=O)c3ccccc3)CC2=O)cc1 (stereo unspecified) | -1 | 3
O=C1c2cc(CO)cc(O)c2C(=O)c2c(O[C@@H]3OC(CO)[C@@H](O)[C@@H](O)[C@@H]3O)cccc21 (stereo partly specified) | -2 | 7
CCN(C(=O)c1ccc(S(=O)(=O)N2CCCC2)cc1)C1CCS(=O)(=O)C1 (stereo unspecified) | 4 | 5
O=C(CSC1=NS(=O)(=O)c2ccccc2N1)NCCc1ccccc1 | -10 | 4
CN(c1ccccc1)S(=O)(=O)c1cccc(NC(=O)c2ccc(=O)[nH]n2)c1 | 4 | -8
CC(=O)N/C(=C\c1ccccc1)C(=O)OCC(=O)N(CC(C)C)c1c(N)n(Cc2ccccc2)c(=O)[nH]c1=O | 0 | 2
Cc1nc(-c2cccc(NC(=O)c3ccc(-n4cccn4)cc3)c2)cs1 | 3 | 4
COc1cccc(CNC(=O)COC(=O)c2nc(Cl)c(Cl)c(Cl)c2Cl)c1 | 0 | 0
CN(CC(=O)Nc1ccccc1Cl)C(=O)CN1C(=O)NC(c2ccccc2)(c2ccccc2)C1=O | 2 | 1
(listing goes on)
SMILES | IDE cell inh | IDE cell activ
COc1cc(-c2nnc(SCC(=O)Nc3ccc(C(=O)O)cc3)o2)cc(OC)c1OC | 3 | 2
Cc1ccc(C2=NCCn3c2c2ccccc2[n+]3[O-])cc1 | 3 | -6
CCCCCCCCCCCC1=C(O)C(=O)C=C(O)C1=O | 7 | 5
CC(C)c1ccc(C(=O)OCC(=O)c2c(N)n(C)c(=O)n(C)c2=O)cc1 | 7 | 2
CCCc1cc(=O)[nH]c(SCC(=O)N2c3ccccc3NC(=O)C2(C)C)n1 | 7 | -2
Cc1ccsc1C(=O)OCC(=O)c1ccc[nH]1 | 0 | 2
CN(C)c1ccc(/C=N/NC(=O)c2nnn(-c3nonc3N)c2CN2CCCCCC2)cc1 | 5 | 2
COCc1c(C(=O)OCC(=O)c2ccc[nH]2)oc2ccccc12 | 6 | 7
COc1cc(C(=O)OCc2nc3ccsc3c(=O)[nH]2)c([N+](=O)[O-])cc1OC | -2 | 1
CCN(CC(=O)Nc1cccc(S(=O)(=O)N2CCCCC2)c1)Cc1ccccc1 | 0 | 1
O=C(Nc1ccccc1N1CCCCC1)C1=COCCO1 | 1 | 4
COc1ccc2c(c1)C(c1ccc(Cl)cc1)NC(=O)C2 (stereo unspecified) | 0 | 4
CCCn1c(N)c(C(=O)CSc2nnc(-c3cccs3)n2C2CC2)c(=O)[nH]c1=O | 8 | 2
CCCC(C(=O)NNC(=O)c1ccncc1)c1ccccc1 (stereo unspecified) | 6 | 6
CCN(c1ccccc1)S(=O)(=O)c1ccc(OC)c(NC(=O)Cc2ccccc2OC)c1 | -5 | -1
COc1ccc(Cc2nnc(SCC(=O)c3ccc4c(c3)NC(=O)CO4)o2)cc1 | -6 | 0
COc1ccc(OCC(=O)NC(=O)c2ccccc2OC)c([N+](=O)[O-])c1 | 9 | 4
O=C(NCCN1CCOCC1)c1ccc(NS(=O)(=O)c2cccc([N+](=O)[O-])c2)cc1 | 6 | 6
CC(C)(C)OC(=O)C[C@@H]1C/C=C\C[C@@H](CC(=O)N[C@H](CO)Cc2ccccc2)C(=O)N2CCC[C@@H]2COC1=O | -1 | 8
COc1ccc(CN(C)S(=O)(=O)c2c(C)noc2C)cc1OC | -2 | 3
OCC[C@H]1C[C@@H](O)[C@H](O)[C@@]2(OCc3ccccc32)O1 | 9 | 3
Nc1ncnc2c1ncn2[C@@H]1O[C@H](CNCc2ccc(-n3cccn3)cc2)[C@@H](O)[C@H]1O | 5 | 4
COc1ccc(N2CCN(C(=O)COC(=O)CCS(=O)(=O)c3ccc(C)cc3)CC2)cc1 | 5 | 0
O=C(O)c1ccc(-c2noc(-c3ccccc3Cl)n2)cc1 | -3 | 6
COCCCNC(=O)Cn1ccc(N)nc1=O | 5 | -4
The results go on.
SMILES | IDE cell inh | IDE cell activ
C=CCNc1oc(-c2cccc(F)c2)nc1C#N | -5 | 7
CNS(=O)(=O)c1cccc(C(=O)OCC(=O)Nc2nc(OC)cc(OC)n2)c1 | 7 | -1
Cc1c(C(=O)N(C)CC(=O)Nc2cccc(F)c2)oc2c(Cl)cccc12 | 7 | 8
COc1ccc(CCNc2ccc(S(=O)(=O)N3CCN(C)CC3)cc2[N+](=O)[O-])cc1 | -1 | 4
CN1CCc2cc(O)c(O)cc2C(c2ccccc2)C1 (stereo unspecified) | 4 | 6
CCCCc1nc(SCC(=O)N2CCCCC2)c2c(=O)n(C)c(=O)n(C)c2n1 | 3 | 1
CN(C)C1(CNC(=O)c2cccc(S(=O)(=O)Nc3ccc(Br)cc3)c2)CCCCC1 | 0 | 15
Cc1ccc2nc(COC(=O)c3ccc(Cl)nc3)cc(=O)n2c1 | 0 | 3
CSCCC(NC(=O)c1ccco1)C(=O)Nc1cc(C)ccn1 (stereo unspecified) | 5 | 1
COC(=O)c1c(C)[nH]c(C(=O)OCC(=O)N(CC(C)C)c2c(N)n(Cc3ccccc3)c(=O)[nH]c2=O)c1C | 4 | 3
COc1ccccc1-c1nnc(SCC(=O)Nc2ccc3[nH]c(=O)[nH]c3c2)n1N | 5 | -1
NCCCn1c(C(=O)c2cc(Cl)c(N)c(Cl)c2)c2ccccc2[n+]1[O-] | 4 | -1
Cc1cccc(OCC(=O)OC(C)C(=O)Nc2ccc(Cl)cn2)c1 (stereo unspecified) | 4 | -1
Cc1ccccc1C(=O)N1CCN(c2ccc(N3CCOCC3)nn2)CC1 | 2 | 10
CCCCOc1ccc(C(=O)NCC(=O)NCC(c2ccc(F)cc2)N2CCOCC2)cc1 (stereo unspecified) | 4 | 4
CC(C)(C)OC(=O)[C@H](Cc1ccccc1)NC(=O)c1nc[nH]c1C(=O)N1CCNCC1 | 5 | -4
COc1ccc([C@H]2CC(=O)C=C(c3cc(C)ccc3F)C2)cc1 | 0 | -3
Cn1nnnc1Sc1ncnc2scc(-c3ccc(Br)cc3)c12 | 1 | 2
CCCCn1c(N)c(N(CC(C)C)C(=O)c2cccc(S(=O)(=O)N3CC(C)OC(C)C3)c2)c(=O)[nH]c1=O (stereo unspecified) | 3 | 0
O=C(NCC(c1ccco1)N1CCN(c2ccccc2F)CC1)C(=O)NC1CC1 (stereo unspecified) | 0 | 2
CCOc1ccc(N2CC(C(=O)Nc3ccc(S(=O)(=O)N4CCCCC4)cc3)CC2=O)cc1 (stereo unspecified) | -7 | 0
Cc1ccc(S(=O)(=O)NCCC(=O)N2CCC(C)CC2)cc1 | 0 | 0
CC(OC(=O)C1=COCCO1)C(=O)c1ccc(Br)cc1 (stereo unspecified) | 2 | 4
Cc1cc(C)cc(Oc2ccc(S(=O)(=O)N3CCN(C)CC3)cn2)c1 | 4 | 1
COC(=O)C1CCN(S(=O)(=O)CCNC(=O)c2cccc(OC)c2)CC1 | 0 | 5
(continued)
SMILES | IDE cell inh | IDE cell activ
COc1cc2cnc(-c3ccccc3)c(C(=O)c3ccc(F)cc3)c2cc1OC | -2 | 2
CCCCn1c(N)c(N(CC(C)C)C(=O)CC2CCCC2)c(=O)[nH]c1=O | 1 | 0
C[C@H]1C=CC(=O)O[C@H]1c1ccccc1 | -1 | 3
O=C(O)CCCC(=O)OCCc1cc2ccccc2c(=O)o1 | 7 | 3
Cc1nc(C)n(C(Oc2ccc(Cl)cc2Cl)C(=O)C(C)(C)C)n1 (stereo unspecified) | 0 | -5
CCCCNC(=O)[C@@](CC)(ONc1ccccc1C(F)(F)F)c1cccc2ccccc12 | -5 | 8
COc1ccc(S(=O)(=O)N2CCCCC2)cc1NC(=O)C1CC1C (stereo unspecified) | -1 | 3

Compound activity: PubChem, The Scripps Research Institute Molecular Screening Center
